MRP reversal – reverses drug resistance mediated by MRP; differential viability (reversal), % at 10 µM; 85,000 tested, 0.04% active; AID 602; H69AR cells + 2 uM doxorubicin, CellTiter-Glo, 72 h;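 active = viability drop by adding the cancer drug above about 55%, with treated viability meeting a 40% cutoff, limit read from the data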;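 note: viability without doxorubicin minus viability with 2 µM doxorubicin for each compound; larger differential means the compound sensitizes cells more to doxorubicin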
PLAP inhibition – inhibition of human placental alkaline phosphatase – biochemical, luminescence, HTS (AID 690) | 96,000 tested, 0.08% active | purified PLAP, luminescent substrate; higher % means a stronger effect | one-dose inhibition, % at 20 µM; IC50 in µM for titrated hits; in the data active = a potency from the dose series; inactive = the rest, 99 in 100 with inhibition below about 30%; note: strong numbers were not always called active
NFkB transloc inh – blocks IL-1B driven NFkB nuclear translocation in HUVEC cells | 94,000 tested, 0.43% active | HUVEC IL-1B NFkB p65 nuclear translocation imaging | inhibition, % at 2 µM;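 active = inhibition above about 30% together with a positive call from visual inspection of the well image, limit read from the data; inconclusive = inhibition above a set limit but visual check negative; inactive = inhibition not above a set limit, visual check negative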;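 note: nuclear over cytoplasmic p65 intensity ratio measured by imaging; 0% = IL-1B stimulated DMSO wells and 100% = unstimulated DMSO wells; values of inactives mirror those of a sister screen read the other way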
IL1B NFkB pot – enhances IL-1B driven NFkB nuclear translocation; HUVEC IL-1B NFkB p65 nuclear translocation imaging; activation, % at 2 µM; 94,000 tested, 0.3% active;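 active = activation above 40%, about the mean plus 3 SD, also judged a hit on visual image review; inconclusive = activation above 40% but not a hit on visual review; inactive = activation not above 40% and no visual hit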;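 note: percent activation is computed from the nuclear over cytoplasmic p65 intensity ratio; values of inactives mirror those of a sister screen read the other way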
Bcl-B displacement – displacers of TR3 peptide from Bcl-B, primary screen, selectivity assay for Bfl-1 inhibitor project, biochemical, fluorescence polarization. 96,000 tested, 0.11% active. FP displacement of FITC-TR3 peptide from Bcl-B; higher % means a stronger effect. one-dose displacement, % at 20 µM; IC50 in µM for titrated hits;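 active = displacement above 50% at 20 µM plus a fluorescence interference ratio under 1.5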;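 note: plate controls were wells without compound for no effect and wells lacking Bcl-B protein for full effect; a part of the inactive calls stands beside numbers as strong as those of hits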
MRP reversal cytotoxicity – recorded beside MRP reversal, whose call it bears; viability, %; H69AR cells, CellTiter-Glo, 72 h; measured here: cytotoxicity without doxorubicin
MRP reversal with doxorubicin – also measured in MRP reversal; calls as there; viability, %; measured here: viability with 2 uM doxorubicin; hits give low values
NFkB transloc inh cell count 2 µM – also measured in NFkB transloc inh; calls as there; cell count; measured here: cells passing quality filter;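 raw number of nuclei counted in each imaged well without normalization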
IL1B NFkB pot cell count 2 µM – recorded beside IL1B NFkB pot, whose call it bears; cell count; measured here: cells passing quality filter
* hit, by the source's call. The list is partial, so the mix of outcomes need not match the whole.

Results for Cc1ccc(N=Nc2ccc(O)c(/C=N\NC(=O)c3ccc(N)cc3)c2)cc1C ?
PLAP inhibition: -42.6%; NFkB transloc inh: 1.6; IL1B NFkB pot: -1.6; NFkB transloc inh cell count 2 µM: 154; IL1B NFkB pot cell count 2 µM: 154

How did O=C(Nc1ccc2c(c1)CCC2)C1CCN(c2c3c(nc4ncnn24)CCC3)CC1 do in these assays?
MRP reversal: -46.1; PLAP inhibition: -53.1%; NFkB transloc inh: 14.0; IL1B NFkB pot: -14.0; Bcl-B displacement: 4.4%; MRP reversal cytotoxicity: 31.7; MRP reversal with doxorubicin: 77.8; NFkB transloc inh cell count 2 µM: 120; IL1B NFkB pot cell count 2 µM: 120

Results for Cc1cccc(/C=N/NC(=O)c2cc3c(s2)-c2ccccc2CC3)c1 ?
PLAP inhibition: -34.9%; NFkB transloc inh: 51.7*; IL1B NFkB pot: -51.7; Bcl-B displacement: -4.4%; NFkB transloc inh cell count 2 µM: 144*; IL1B NFkB pot cell count 2 µM: 144

Results for CC(C)(C)c1cc(C(=O)O)c(CN2CCCCC2)o1 ?
PLAP inhibition: -4.6%; NFkB transloc inh: -48.4; IL1B NFkB pot: inconclusive; Bcl-B displacement: 3.4%; NFkB transloc inh cell count 2 µM: 180

Results for O=C(NCc1ccco1)C1CC(c2c(Cl)cccc2Cl)=NO1 (stereo unspecified) ?
PLAP inhibition: -20.9%; NFkB transloc inh: -1.1; IL1B NFkB pot: 1.1; Bcl-B displacement: -2.6%; NFkB transloc inh cell count 2 µM: 163; IL1B NFkB pot cell count 2 µM: 163

What do the screens show for `Cc1ccc(C(=O)NC(=S)Nc2ccc(Oc3ccc(Cl)cc3)cc2)cc1`?
PLAP inhibition: 29.8%; NFkB transloc inh: -1.6; IL1B NFkB pot: 1.6; Bcl-B displacement: -3.2%; NFkB transloc inh cell count 2 µM: 137; IL1B NFkB pot cell count 2 µM: 137

Results for COCCN1Cc2cccc(C(=O)N3CCN(c4cc(C)ccc4C)CC3)c2C1=O ?
MRP reversal: 20.5; PLAP inhibition: -61.4%; NFkB transloc inh: -11.0; IL1B NFkB pot: 11.0; Bcl-B displacement: -12.3%; MRP reversal cytotoxicity: 99.2; MRP reversal with doxorubicin: 78.7; NFkB transloc inh cell count 2 µM: 182; IL1B NFkB pot cell count 2 µM: 182

Results for CCOC(=O)C1=NN(c2ccc(C)cc2)C2(S1)SC(C(C)=O)=C(C)N2c1ccccc1 (stereo unspecified) ?
MRP reversal: 8.2; PLAP inhibition: -24.9%; NFkB transloc inh: 14.0; IL1B NFkB pot: -14.0; Bcl-B displacement: 6.0%; MRP reversal cytotoxicity: 100.7; MRP reversal with doxorubicin: 92.5; NFkB transloc inh cell count 2 µM: 159; IL1B NFkB pot cell count 2 µM: 159

How did O=C(Nc1ncnc2sc3c(c12)CCCCC3)c1ccc(F)cc1 do in these assays?
MRP reversal: -22.2; PLAP inhibition: -33.3%; NFkB transloc inh: -2.3; IL1B NFkB pot: 2.3; Bcl-B displacement: -18.8%; MRP reversal cytotoxicity: 39.6; MRP reversal with doxorubicin: 61.8; NFkB transloc inh cell count 2 µM: 112; IL1B NFkB pot cell count 2 µM: 112

Results for CS(=O)(=O)N1CCCC(C(=O)NCCc2ccccc2)C1 (stereo unspecified) ?
MRP reversal: -4.0; PLAP inhibition: 3.0%; NFkB transloc inh: -0.2; IL1B NFkB pot: 0.2; Bcl-B displacement: -4.3%; MRP reversal cytotoxicity: 80.4; MRP reversal with doxorubicin: 84.4; NFkB transloc inh cell count 2 µM: 87; IL1B NFkB pot cell count 2 µM: 87

How did Cc1cc(C)n(-c2nc3ccccc3c(=O)n2OCCOc2ccccc2)n1 do in these assays?
MRP reversal: -16.7; NFkB transloc inh: -5.6; IL1B NFkB pot: 5.6; MRP reversal cytotoxicity: 86.8; MRP reversal with doxorubicin: 103.5; NFkB transloc inh cell count 2 µM: 175; IL1B NFkB pot cell count 2 µM: 175

What do the screens show for `OC1=C(O)c2nc3ccccc3nc21`?
PLAP inhibition: 5.6%; NFkB transloc inh: 5.8; IL1B NFkB pot: -5.8; Bcl-B displacement: 11.7%; NFkB transloc inh cell count 2 µM: 180; IL1B NFkB pot cell count 2 µM: 180

How did c1ccc(Cn2c(CN3CCCC3)nc3ccccc32)cc1 do in these assays?
MRP reversal: 4.7; PLAP inhibition: -8.8%; NFkB transloc inh: 1.3; IL1B NFkB pot: -1.3; Bcl-B displacement: -10.4%; MRP reversal cytotoxicity: 87.2; MRP reversal with doxorubicin: 82.5; NFkB transloc inh cell count 2 µM: 113; IL1B NFkB pot cell count 2 µM: 113

Results for O=C(O)CCCC(=O)Nc1nc(-c2ccc(F)cc2)cs1 ?
MRP reversal: 5.7; PLAP inhibition: -7.9%; NFkB transloc inh: -8.2; IL1B NFkB pot: 8.2; Bcl-B displacement: -4.6%; MRP reversal cytotoxicity: 101.9; MRP reversal with doxorubicin: 96.2; NFkB transloc inh cell count 2 µM: 141; IL1B NFkB pot cell count 2 µM: 141

Results for CCc1nnc(NC(=O)C(C)Sc2ccccc2)s1 (stereo unspecified) ?
MRP reversal: 23.7; PLAP inhibition: -5.4%; NFkB transloc inh: -39.5; IL1B NFkB pot: 39.5; Bcl-B displacement: -13.6%; MRP reversal cytotoxicity: 104.3; MRP reversal with doxorubicin: 80.5; NFkB transloc inh cell count 2 µM: 190; IL1B NFkB pot cell count 2 µM: 190

How did COC(=O)c1cc2sccc2n1Cc1nc(-c2ccc(OC)cc2)oc1C do in these assays?
MRP reversal: -18.3; PLAP inhibition: -0.8%; NFkB transloc inh: -1.8; IL1B NFkB pot: 1.8; Bcl-B displacement: -17.6%; MRP reversal cytotoxicity: 64.5; MRP reversal with doxorubicin: 82.8; NFkB transloc inh cell count 2 µM: 148; IL1B NFkB pot cell count 2 µM: 148

What do the screens show for `O=c1c2ccccc2n2cnnc2n1-c1ccccc1`?
MRP reversal: 4.4; PLAP inhibition: -0.2%; NFkB transloc inh: -8.0; IL1B NFkB pot: 8.0; Bcl-B displacement: 1.0%; MRP reversal cytotoxicity: 98.3; MRP reversal with doxorubicin: 93.9; NFkB transloc inh cell count 2 µM: 83; IL1B NFkB pot cell count 2 µM: 83

What do the screens show for `O=C(CSc1oc(-c2ccc(F)cc2)nc1S(=O)(=O)c1ccccc1)NCC1CCCO1` (stereo unspecified)?
MRP reversal: -1.3; NFkB transloc inh: -1.1; IL1B NFkB pot: 1.1; MRP reversal cytotoxicity: 76.2; MRP reversal with doxorubicin: 77.6; NFkB transloc inh cell count 2 µM: 136; IL1B NFkB pot cell count 2 µM: 136

How did COc1cccc(NC(=S)/C(=C(\[O-])c2ccc(C)c([N+](=O)[O-])c2)[n+]2ccccc2)c1 do in these assays?
MRP reversal: -8.1; PLAP inhibition: -41.8%; NFkB transloc inh: -5.7; IL1B NFkB pot: 5.7; Bcl-B displacement: -0.9%; MRP reversal cytotoxicity: 90.1; MRP reversal with doxorubicin: 98.2; NFkB transloc inh cell count 2 µM: 117; IL1B NFkB pot cell count 2 µM: 117

Results for CCOC(=O)c1ccc(CNC(=O)C2CCCCC2C(=O)OCC(F)(F)F)o1 (stereo unspecified) ?
MRP reversal: 6.0; PLAP inhibition: 2.8%; NFkB transloc inh: -4.1; IL1B NFkB pot: 6.2; Bcl-B displacement: -7.6%; MRP reversal cytotoxicity: 99.9; MRP reversal with doxorubicin: 93.9; NFkB transloc inh cell count 2 µM: 91; IL1B NFkB pot cell count 2 µM: 91

Results for COC(=O)c1sc(NC(=O)Cc2cccs2)nc1C ?
MRP reversal: -8.4; PLAP inhibition: -23.0%; NFkB transloc inh: -6.1; IL1B NFkB pot: 6.1; Bcl-B displacement: -3.0%; MRP reversal cytotoxicity: 81.8; MRP reversal with doxorubicin: 90.2; NFkB transloc inh cell count 2 µM: 134; IL1B NFkB pot cell count 2 µM: 134

What do the screens show for `CC(C)(C)N(Cc1ccccc1)C(=O)CSc1nnc(CNc2ccc(F)cc2)o1`?
MRP reversal: -4.6; PLAP inhibition: -17.7%; NFkB transloc inh: 21.4; IL1B NFkB pot: -21.4; Bcl-B displacement: -1.0%; MRP reversal cytotoxicity: 89.6; MRP reversal with doxorubicin: 94.2; NFkB transloc inh cell count 2 µM: 73; IL1B NFkB pot cell count 2 µM: 73

What do the screens show for `O=C(Nc1ccc(S(=O)(=O)N2CCc3ccccc3C2)cc1)C1CCCO1` (stereo unspecified)?
MRP reversal: 9.9; PLAP inhibition: -19.1%; NFkB transloc inh: 8.7; IL1B NFkB pot: -8.7; Bcl-B displacement: -5.7%; MRP reversal cytotoxicity: 84.9; MRP reversal with doxorubicin: 75.0; NFkB transloc inh cell count 2 µM: 124; IL1B NFkB pot cell count 2 µM: 124

What do the screens show for `CCN(CC)CC(O)COc1ccc2c(c1)OCO2` (stereo unspecified)?
MRP reversal: -3.0; PLAP inhibition: -4.2%; NFkB transloc inh: -0.9; IL1B NFkB pot: 0.9; Bcl-B displacement: -0.7%; MRP reversal cytotoxicity: 92.6; MRP reversal with doxorubicin: 95.6; NFkB transloc inh cell count 2 µM: 188; IL1B NFkB pot cell count 2 µM: 188

Results for CCCCC(=O)NC1(C(F)(F)F)C(=O)Nc2c1c(=O)[nH]c(=O)n2Cc1ccco1 (stereo unspecified) ?
PLAP inhibition: -4.0%; NFkB transloc inh: -20.9; IL1B NFkB pot: 20.9; Bcl-B displacement: 12.4%; NFkB transloc inh cell count 2 µM: 111; IL1B NFkB pot cell count 2 µM: 111

Results for O=C(C1CCC(C(=O)N2CCc3ccccc32)CC1)N1CCc2ccccc21 (stereo unspecified) ?
MRP reversal: 17.4; PLAP inhibition: -2.8%; NFkB transloc inh: -12.4; IL1B NFkB pot: 12.4; Bcl-B displacement: -1.1%; MRP reversal cytotoxicity: 93.8; MRP reversal with doxorubicin: 76.4; NFkB transloc inh cell count 2 µM: 159; IL1B NFkB pot cell count 2 µM: 159

What do the screens show for `Cc1ccc(S(=O)(=O)CC(=O)c2ccccc2)cc1`?
PLAP inhibition: -10.2%; NFkB transloc inh: 20.1; IL1B NFkB pot: -20.1; Bcl-B displacement: 21.7%; NFkB transloc inh cell count 2 µM: 98; IL1B NFkB pot cell count 2 µM: 98

What do the screens show for `COc1cccc(N=Nc2c(N)[nH]n3c(=O)cc(-c4ccccc4)nc23)c1`?
PLAP inhibition: -8.6%; Bcl-B displacement: 4.9%

What do the screens show for `CCC(C)n1nccc1NC(=O)C(C)OC(=O)c1cc2ccccc2[nH]1` (stereo unspecified)?
MRP reversal: -3.4; PLAP inhibition: -5.6%; NFkB transloc inh: -21.4; IL1B NFkB pot: 21.4; Bcl-B displacement: -8.0%; MRP reversal cytotoxicity: 98.0; MRP reversal with doxorubicin: 101.4; NFkB transloc inh cell count 2 µM: 209; IL1B NFkB pot cell count 2 µM: 209

How did C=CCn1c(CCNC(=O)c2cccs2)nnc1SCC(=O)c1ccc(Cl)cc1 do in these assays?
MRP reversal: -9.9; PLAP inhibition: -71.6%; NFkB transloc inh: 18.4; IL1B NFkB pot: -18.4; Bcl-B displacement: 10.4%; MRP reversal cytotoxicity: 85.9; MRP reversal with doxorubicin: 95.8; NFkB transloc inh cell count 2 µM: 160; IL1B NFkB pot cell count 2 µM: 160

How did Cc1c([N+](=O)[O-])c(C(=O)Nc2ccc3c(c2)OCCO3)nn1C do in these assays?
PLAP inhibition: -12.6%; NFkB transloc inh: 8.3; IL1B NFkB pot: -8.3; Bcl-B displacement: 5.7%; NFkB transloc inh cell count 2 µM: 145; IL1B NFkB pot cell count 2 µM: 145

Results for COc1ccc(N=NC2=C(O)CC(C)(C)CC2=O)c(OC)c1 ?
MRP reversal: 0.2; NFkB transloc inh: -5.7; IL1B NFkB pot: 5.8; MRP reversal cytotoxicity: 89.8; MRP reversal with doxorubicin: 89.5; NFkB transloc inh cell count 2 µM: 132; IL1B NFkB pot cell count 2 µM: 132
